# High-throughput results from PubChem BioAssay.
# MBD2 DNA inh – inhibitors of human MBD2 binding to methylated oligonucleotide; inhibition, % at 4.4 µM; Q9UBB5; TR-FRET; AID 686964; 370,000 compounds, 0.31% hits; in the data active = inhibition above about 13%
# HTRA1 inh – inhibitors of human serine peptidase HTRA1; Q92743; recombinant HTRA1, FP-rhodamine activity-based probe, fluorescence polarization; inhibition, % at 5.96 µM; 340,000 compounds, 0.5% hits; AID 504803; in the data active = inhibition above about 36%;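 also: 0% = enzyme with DMSO and 100% = wells lacking enzyme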
# mABHD4 FP – ABHD4 (mouse) inhibition, primary FP screen; Q8VD66; AID 720543; inhibition, % at 8.92 µM; 370,000 compounds, 0.54% hits; purified mABHD4, FP-Rh probe fluorescence polarization;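 active = inhibition exceeding the mean over every tested compound plus 3 SD, cut at about 30% in these data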;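 also: 0% = plate median of compound wells and 100% = S159A mutant with DMSO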
#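 system = mouse ABHD4 enzyme, wild type | medium = HEPES pH 7.0, NaCl, Pluronic buffer | also added = FP-Rh probe | incubation = Enzyme–compound pre-incubation 45 min, then probe 60 min, both 25 °C | technique = fluorescence polarization, excitation 525 nm, emission 598 nm, BODIPY TMR filters | controls = S159A mutant high control, sample median low control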
# SIAE primary – inhibitors of human sialic acid acetylesterase SIAE | inhibition, % at 9.66 µM | SIAE FP-Rh probe binding, fluorescence polarization | 370,000 compounds, 0.69% hits | AID 1053197;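 active = inhibition above a cutoff: mean of compounds within the control limits plus 3 SD of those, cut at about 17% in these data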;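 also: 0% = plate median of compound wells and 100% = probe without SIAE protein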
# TDP2 inh – TDP2 (human) inhibition, absorbance primary screen | O95551 | 370,000 compounds, 0.34% hits | recombinant TDP2, T5PNP hydrolysis, p-nitrophenol absorbance 415 nm | AID 720702 | inhibition, % at 12.8 µM;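 active = inhibition above the mean of all tested compounds plus 3 SD, set per campaign, cut at about 25% in these data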;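 also: 0% = DMSO with enzyme and 100% = buffer with substrate but no TDP2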
# Target sequence (O95551 whole entry, looked up): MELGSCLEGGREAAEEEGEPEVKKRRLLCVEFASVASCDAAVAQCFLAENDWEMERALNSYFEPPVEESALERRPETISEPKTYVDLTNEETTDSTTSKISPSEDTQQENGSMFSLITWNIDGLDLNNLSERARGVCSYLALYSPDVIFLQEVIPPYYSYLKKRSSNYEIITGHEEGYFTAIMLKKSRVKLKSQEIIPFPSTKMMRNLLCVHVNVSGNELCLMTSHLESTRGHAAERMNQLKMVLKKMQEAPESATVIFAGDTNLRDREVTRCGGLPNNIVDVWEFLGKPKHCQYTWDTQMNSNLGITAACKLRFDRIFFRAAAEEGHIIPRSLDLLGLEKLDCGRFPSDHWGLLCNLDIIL
#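 System – recombinant human TDP2 · Amount – 120 nM TDP2 per well · Buffer or medium – Mg2+-containing Tris-HCl buffer, pH 7.5 · Reagent – T5PNP substrate, 5 mM · Dosing – 12.8 µM single point, 1% DMSO · Incubation – 2 h at 37 °C · Measured by – epi absorbance · Read-out basis – percent inhibition · Benchmarks – high control without enzyme, low control DMSO plus TDP2 · Repeats – singlicate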
# PRMT1 FP inh – blocks human protein arginine methyltransferase 1; Q99873; recombinant PRMT1, activity-based probe fluorescence polarization; inhibition, % at 2.79 µM; 370,000 compounds, 1.3% hits;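 active = inhibition above about 21% made by adding two undisclosed values, limit read from the data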
# Target sequence (Q99873 whole entry, looked up): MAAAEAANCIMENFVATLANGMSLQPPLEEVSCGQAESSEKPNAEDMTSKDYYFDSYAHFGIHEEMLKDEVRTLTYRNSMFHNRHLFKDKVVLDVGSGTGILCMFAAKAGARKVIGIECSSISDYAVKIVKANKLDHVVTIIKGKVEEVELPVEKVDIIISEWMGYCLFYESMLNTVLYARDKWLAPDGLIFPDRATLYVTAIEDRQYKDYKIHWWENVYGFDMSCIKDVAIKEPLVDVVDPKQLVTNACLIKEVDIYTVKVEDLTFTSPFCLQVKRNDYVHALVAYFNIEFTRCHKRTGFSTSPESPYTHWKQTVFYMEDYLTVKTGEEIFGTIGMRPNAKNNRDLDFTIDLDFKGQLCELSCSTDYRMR
# rCAG RNA binder – binds r(CAG) RNA repeats | AID 651821 | r(CAG) RNA repeat, TO-PRO-1 dye displacement fluorescence | 370,000 compounds, 1.3% hits | inhibition, % at 3 µM;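 active = inhibition above the plate cutoff, the mean of all test compounds on that plate plus 3 SD, cut at about 35% in these data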;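 also: 0% = DMSO alone and 100% = 100 µM mitoxantrone as full dye displacement; higher means more dye released from RNA so lower well fluorescence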
# GC-B act – GC-B (human) receptor activation | AID 1920062 | activation, % at 10 µM | HEK293-GC-B cells, CNP EC30, cGMP TR-FRET; 0% at EC30 CNP, 100% saturating CNP | 370,000 compounds, 0.11% hits;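 active = activation at 10 µM reaching about 35% in either raw or pattern-adjusted values, limit read from the data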
# TCR-CD3 inh – blocks the human TCR-CD3 interaction; TAMRA-labeled TCR probe fluorescence, biochemical; inhibition, % at 9.4 µM; 360,000 compounds, 0.37% hits; in the data active = inhibition above about 19%;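 also: recombinant mutant TCR 2C K166C tagged with TAMRA read by polarization; 0% = receptor in buffer alone and 100% = receptor with positive control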
# LEDGF integ inh – blocks HIV-1 LEDGF/p75-dependent DNA integration; 370,000 compounds, 0.64% hits; AID 743269; TR-FRET IN-LEDGF/p75 DNA integration, Eu/Cy5; inhibition, % at 3.7 µM;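 active = inhibition above the screen-wide mean plus 3 SD, cut at about 13% in these data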;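 also: signal is the Cy5 over europium emission ratio at 671 and 618 nm; 0% = plate median of compound wells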
# An asterisk follows results filed as active; / = not tested or not shown; & = joins results of further samples. These rows are one share of the data; rates above refer to the full screens.
SMILES,MBD2 DNA inh,HTRA1 inh,mABHD4 FP,SIAE primary,TDP2 inh,PRMT1 FP inh,rCAG RNA binder,GC-B act,TCR-CD3 inh,LEDGF integ inh
CC(C)NC(=O)NNC(=O)c1nn(-c2ccc(F)cc2)ccc1=O,2,8,0,-2,4,4,0,5,20*,-3
CC(=O)Nc1ccc(N/C(N)=N/c2nc(C)cc(C)n2)cc1,2,-12,2,-5,3,-3,13,3,5,1
O=C(c1ccccc1)N1CCN(c2ccccc2)CC1,1,5,0,-3,-4,-3,-2,3,-1,-1
Cc1c(CCOC(=O)CC23CC4CC(CC(C4)C2)C3)sc[n+]1Cc1ccccc1,4,-2,3,-3,-4,-1,5,5,-4,0
COc1cc(CO)ccc1OCc1ccc(Cl)nc1,-5,3,6,12,-4,2,-3,3,4,-4
COCCn1c(SCc2cccc([N+](=O)[O-])c2)nc2ccccc2c1=O,2,-12,-6,1,-5,0,-4,8,7,-4
Cc1ccc(/C=N/NC(=O)c2ccoc2C)s1,-8,-4,3,0,-5,-3,1,1,17,3
CCCC(C)C(=O)Nc1nc(C)c(-c2csc(Nc3ccccc3OC)n2)s1 (centres undefined),-7,6,-8,-3,-5,7,28,1,-11,0
NC(=O)CC(NC(=O)Cc1cccc2ccccc12)c1ccc(NCCc2ccc(F)cc2)c([N+](=O)[O-])c1 (centres undefined),4,0,-10,-3,-8,1,7,0,-5,1
C/C(N)=C(/C#N)C(=O)CSc1nnc(Nc2cccc(C)c2C)s1,9&-2,-5&-3,-5&-2,4&-2,-5&-3,1&-2,4&3,-1&-6,-4&8,5&-3
Cc1ccc(NS(=O)(=O)c2ccc3c(c2)CC(=O)N3)cc1F,0,-13,-5,-1,8,0,6,0,-7,-3
O=C(Nc1ccc2c(c1)CCC2)c1ccccc1,8,-10,-15,-1,-5,1,-4,-3,2,-2
Cc1nnc(N2C(=O)C(=O)/C(=C(/O)c3ccc4c(c3)CC(C)O4)C2c2ccccc2F)s1 (centres undefined),2,-5,6,1,37*,6,17,-9,2,-3
CC(=O)Nc1ccc(-c2sc(Nc3cccc4ccccc34)n[n+]2-c2ccccc2)cc1,1,-44,-23,-24,1,2,9,2,1,0
O=C(/C=C/c1cccs1)NCc1cccs1,0,/,-10,-4,4,2,0,3,3,-4
COc1ccc(CNC(=O)c2cnc3scc(C)n3c2=O)cc1,1,-3,3,4,2,0,2,7,8,1
Cc1ccc(C)c(N2CCN(CCCNC(=O)Cn3cccc3C(=O)c3ccccc3)CC2)c1,2,12,1,10,-13,6,-6,-12,1,0
O=C(COc1ccc(S(=O)(=O)NCc2ccccc2)cc1)NCc1cccnc1,-4,-8,-4,3,-4,-3,-4,-4,5,2
CCc1nc2ccccc2n1CC(=O)Nc1cc(C)on1,1,-6,-1,6,-22,-2,0,-1,0,2
O=C(Cc1c(F)cccc1Cl)OCN1C(=O)c2ccccc2C1=O,4,8,-8,-6,-11,1,8,-2,1,-4
CC(=O)COC(=O)C1CC(=O)N(c2ccc(C)c(C)c2)C1 (centres undefined),8,-3,-8,-6,-8,3,-2,3,-7,-3
C(#CCN1CCOCC1)COCCCOC(c1ccccc1)c1ccccc1,-3,2,-3,2,-4,-5,-9,-7,2,0
O=C(C1CCOCC1)N1CCCC(N2CCN(c3cccc(Cl)c3)CC2)C1 (centres undefined),-2,4,0,-2,-13,-3,-6,3,7,1
CCOc1cc(C2C(C#N)=C(N)SC(N)=C2C#N)ccc1OCCN1CCOCC1,5,1,-3,-7,-1,15,15,2,0,5
Cn1cnnc1SCc1ccc(C#N)cc1,-4,5,-4,-1,8,0,0,2,7,0

# An excerpt from above in order of number of heavy atoms, largest number first:
SMILES,MBD2 DNA inh,HTRA1 inh,mABHD4 FP,SIAE primary,TDP2 inh,PRMT1 FP inh,rCAG RNA binder,GC-B act,TCR-CD3 inh,LEDGF integ inh
CC(=O)Nc1ccc(-c2sc(Nc3cccc4ccccc34)n[n+]2-c2ccccc2)cc1,1,-44,-23,-24,1,2,9,2,1,0
CCOc1cc(C2C(C#N)=C(N)SC(N)=C2C#N)ccc1OCCN1CCOCC1,5,1,-3,-7,-1,15,15,2,0,5
O=C(COc1ccc(S(=O)(=O)NCc2ccccc2)cc1)NCc1cccnc1,-4,-8,-4,3,-4,-3,-4,-4,5,2
CCCC(C)C(=O)Nc1nc(C)c(-c2csc(Nc3ccccc3OC)n2)s1 (centres undefined),-7,6,-8,-3,-5,7,28,1,-11,0
O=C(C1CCOCC1)N1CCCC(N2CCN(c3cccc(Cl)c3)CC2)C1 (centres undefined),-2,4,0,-2,-13,-3,-6,3,7,1
C/C(N)=C(/C#N)C(=O)CSc1nnc(Nc2cccc(C)c2C)s1,9&-2,-5&-3,-5&-2,4&-2,-5&-3,1&-2,4&3,-1&-6,-4&8,5&-3
CC(=O)Nc1ccc(N/C(N)=N/c2nc(C)cc(C)n2)cc1,2,-12,2,-5,3,-3,13,3,5,1
CCc1nc2ccccc2n1CC(=O)Nc1cc(C)on1,1,-6,-1,6,-22,-2,0,-1,0,2
O=C(c1ccccc1)N1CCN(c2ccccc2)CC1,1,5,0,-3,-4,-3,-2,3,-1,-1
O=C(Nc1ccc2c(c1)CCC2)c1ccccc1,8,-10,-15,-1,-5,1,-4,-3,2,-2
Cc1ccc(/C=N/NC(=O)c2ccoc2C)s1,-8,-4,3,0,-5,-3,1,1,17,3
Cn1cnnc1SCc1ccc(C#N)cc1,-4,5,-4,-1,8,0,0,2,7,0

# (cont.)
SMILES,MBD2 DNA inh,HTRA1 inh,mABHD4 FP,SIAE primary,TDP2 inh,PRMT1 FP inh,rCAG RNA binder,GC-B act,TCR-CD3 inh,LEDGF integ inh
Cc1cccc(CCN2CCN=C2N(C)C)c1,5,-2,-6,-5,4,2,14,6,5,-2
Cc1ccc(C(=O)NNC(=O)c2cccnc2SCc2cccc([N+](=O)[O-])c2)cc1,-3,-3,-9,-6,-11,1,3,-3,-3,1
CCN1C(=O)/C(=C\N2CCN(c3ccccc3)CC2)SC1=S,4,-3,-7,-10,-14,-3,1,-6,1,-2
CCCN1CN(Cc2ccccc2)CNC1=S,-2,5,-6,0,0,-1,-2,1,0,1
CCN(C(=O)Cn1nc(C)c([N+](=O)[O-])c1C)c1c(N)n(Cc2ccccc2)c(=O)[nH]c1=O,-4,-7,-2,-7,9,2,6,2,2,2
CCCCN(C)C(=O)c1sc(=O)n(Cc2ccccc2C#N)c1C,-1,/,0,8,9,-2,0,3,0,3
COC(=O)CSC(=S)N1C(C)CCCC1C (centres undefined),-1,7,-2,-4,2,-2,-7,-1,3,2
Cc1ccc(NC(=O)CSc2nnc(Cn3c(=O)sc4ccccc43)n2C)cc1Cl,3,4,-3,-1,1,4,2,-1,-6,-3
Cc1cc(Nc2ccc(F)cc2C)n2nc(C)nc2n1,3,2,9,-13,-5,0,1,4,-3,-3
COc1cccc(CSc2nc(N)cc(N)n2)c1,0,-13,-1,-1,-8,6,-1,5,-8,-5
CCCC(=O)N1CCC1(C)C(=O)NCc1ccc(SC)cc1 (centres undefined),1,/,4,0,-2,3,2,-3,-3,0
CC(=O)N1CCc2c(sc(NC(=O)C3CCN(S(=O)(=O)c4cccs4)CC3)c2C(N)=O)C1,2,-4,2,3,-2,3,0,-1,-3,0
CNC(=S)NNC(=O)c1sccc1OCc1ccccc1,4,5,1,2,-1,0,1,-2,6,-3
NC(=O)/C(=N\OC(=O)c1ccco1)c1nc(-c2ccc(Br)cc2)cs1,-2,67*,14,-41,9,-2,18,-6,4,-1
CC1=C(C(=O)Nc2ccccc2)C(c2ccc(N(C)C)cc2)NC(=O)N1 (centres undefined),-2,-1,-3,3,-5,2,4,8,-5,-1
Cc1nc2ccc(C(=O)NCCCn3ccnc3)cn2c1N(C)CC1CCCCC1,-4,/,-2,2,3,-2,0,-2,4,4
COC(=O)CSc1ncnc2c1cnn2-c1ccc(C)cc1C,0,3,-2,-2,-8,-3,-6,-9,0,4
COc1cc(C(=O)OCC(=O)NCCC2=CCCCC2)ccc1OCC(C)C,-2,-8,2,-3,12,2,-13,1,3,2
O=C(NCc1ccccn1)c1ccc2c(=O)n3nc(Nc4ccccc4)sc3nc2c1,2,0,2,-9,-2,0,3,18,8,1
COc1ccc(NS(=O)(=O)c2ccc3oc(=O)ccc3c2)cc1,-1,-4,1,4,5,3,-1,-5,3,1
Cc1ccc(OCC(=O)c2ccc(Cl)s2)c([N+](=O)[O-])n1,-9,17,27,3,10,24*,22,-3,12,6
C=CCOc1ccc(/C=N/NC(=O)CC(=O)NC2CCCCC2)cc1,-2,1,-1,0,-8,-1,5,2,1,2
Cc1c(N=CN2CCOCC2)c(=O)n(C)c(=O)n1C,1,1,-4,-6,6,0,-1,-1,-1,4
COc1ccc(NC(=O)CSc2nnc(-c3ccco3)c(-c3ccco3)n2)cc1OC,-4,-4,16,12,3,8,13,-5,5,1
Cn1cnnc1SCC(=O)c1c(N)n(Cc2ccccc2)c(=O)n(C)c1=O,4,/,-2,3,-14,-1,0,1,-2,8

# More structures:
SMILES,MBD2 DNA inh,HTRA1 inh,mABHD4 FP,SIAE primary,TDP2 inh,PRMT1 FP inh,rCAG RNA binder,GC-B act,TCR-CD3 inh,LEDGF integ inh
O=c1[nH]c(N/N=C/c2cc3c(cc2[N+](=O)[O-])OCO3)nc2ccccc12,1,7,4,2,-8,-1,1,-8,5,4
CCn1c(SCC(=O)NCc2ccco2)nc2c(c1=O)SC(C)C2 (centres undefined),10,0,3,2,4,4,2,5,2,11
COc1ccc(CCN(C)S(=O)(=O)c2ccc(Cl)nc2)cc1OC,2,10,2,2,1,-2,-1,-5,3,-1
CC(=C/C(=O)O)/C(=C/c1ccccc1)C(=O)O,2,-3,7,-1,-3,-1,2,0,4,3
COc1ccccc1NS(=O)(=O)c1cccc(C(=O)NCC(c2ccc(F)cc2)N2CCOCC2)c1 (centres undefined),3,-3,3,-3,-8,1,-2,3,0,0
COc1ccc(N=C2SC(CC(=O)Nc3ccccc3)C(=O)N2Cc2ccccn2)cc1 (centres undefined),-1,-9,-11,-3,3,5,0,-4,-4,0
CC(O)(c1ccc(F)c(F)c1)c1nc(-c2ccc(Cl)cc2)cs1 (centres undefined),2,/,-37,-11,0,0,4,0,-7,-1
